# Assay outcomes (PubChem)
# mut p53 react: re-activators of the mutant p53 pathway; SW480 PUMA-promoter luciferase, p53 mutant reactivation; hit rate 1.5% among 28,000; activation, % at 9.98 µM; in the data active = activation above about 52%; inconclusive = no clear call, values can overlap the other calls
# STK33 inh: inhibitors of human STK33 kinase; Q9BYT3; ADP-Glo luminescence, MBP substrate; inhibition, % at 12.5 µM; hit rate 0.44% among 27,000; in the data active = inhibition above about 20%; inconclusive = no clear call, values can overlap the other calls
# Target sequence (Q9BYT3 whole entry, looked up): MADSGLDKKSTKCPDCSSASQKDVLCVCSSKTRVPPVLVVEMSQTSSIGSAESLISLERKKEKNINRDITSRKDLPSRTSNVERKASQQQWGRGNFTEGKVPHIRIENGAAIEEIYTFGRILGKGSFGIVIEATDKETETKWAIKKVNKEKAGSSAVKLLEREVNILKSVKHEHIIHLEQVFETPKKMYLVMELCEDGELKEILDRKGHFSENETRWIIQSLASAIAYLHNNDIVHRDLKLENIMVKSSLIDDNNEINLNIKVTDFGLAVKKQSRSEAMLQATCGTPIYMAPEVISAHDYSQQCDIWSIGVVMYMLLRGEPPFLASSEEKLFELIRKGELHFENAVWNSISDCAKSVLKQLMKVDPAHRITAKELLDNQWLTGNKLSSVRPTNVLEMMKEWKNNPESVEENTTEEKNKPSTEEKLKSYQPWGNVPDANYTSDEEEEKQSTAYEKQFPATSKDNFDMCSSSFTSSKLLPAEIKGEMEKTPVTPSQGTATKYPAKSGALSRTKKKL
# * = called active by the depositor; ? = inconclusive; · = no result given. The list is partial; count on the stated rates, not on these rows.
C[C@@H]1CN([C@H](C)CO)C(=O)c2cc(NS(=O)(=O)c3cccs3)ccc2O[C@H]1CN(C)Cc1ccc(C(F)(F)F)cc1
  mut p53 react: 8; STK33 inh: 0
COc1ccc(OC)c(NC(=O)NCc2cnn(C)c2)c1
  mut p53 react: 16; STK33 inh: -1
CCOc1cc(CO)c(Br)cc1OCC(=O)O
  mut p53 react: -3; STK33 inh: 0
COc1cccc(NC(=O)CSc2nnc(-c3ccc(Cl)cc3)n2-c2cccc(C)c2)c1
  mut p53 react: -52; STK33 inh: -3
CC(=O)OC1/C=C(/C(=O)O)CC/C=C(/C)C(=O)/C=C\C1(C)C (centres undefined)
  mut p53 react: -59; STK33 inh: 1
COC(=O)c1ccccc1NC(=O)CSc1nc(-c2cccs2)cc(C(F)(F)F)c1C#N
  mut p53 react: -4; STK33 inh: 0
Cc1ccccc1Cn1c(NCc2ccco2)nc2c1c(=O)n(C)c(=O)n2C
  mut p53 react: -8; STK33 inh: 0
C[C@@H]1CN([C@@H](C)CO)C(=O)Cc2cc(N(C)C)ccc2O[C@H]1CN(C)S(=O)(=O)c1ccccc1
  mut p53 react: 8; STK33 inh: ·
O=C(Nc1ccccc1)c1ccc(S(=O)(=O)c2cccc(S(=O)(=O)N3CCOCC3)c2)cc1
  mut p53 react: -9; STK33 inh: 4
CC1=CC(=O)OC1(O)CCC(C)CC(=O)O (centres undefined)
  mut p53 react: 1; STK33 inh: 0
CCOC(=O)c1c(NC(=O)c2ccc(Cl)c(S(=O)(=O)N3CCOCC3)c2)sc2c1CCCC2
  mut p53 react: 17; STK33 inh: 0
OCCCNc1ncnc2scc(-c3ccccc3)c12
  mut p53 react: -34; STK33 inh: 2
C[C@@H]1CN([C@@H](C)CO)C(=O)c2cc(NC(=O)Nc3ccc(F)cc3)ccc2O[C@H]1CN(C)Cc1ccc(C(F)(F)F)cc1
  mut p53 react: ·; STK33 inh: 8
Cc1noc(C)c1S(=O)(=O)N(C)C[C@@H]1OCCCC[C@H](C)Oc2ccc(NC(=O)CCCN(C)C)cc2C(=O)N([C@H](C)CO)C[C@H]1C
  mut p53 react: 7; STK33 inh: ·
Cc1ccc(NC(=O)CSc2n[nH]c(-c3ccncc3)n2)cc1C
  mut p53 react: 15; STK33 inh: -2

O=C(OC[C@]12O[C@H]1[C@@H](O)[C@@H]1C=CO[C@@H](O[C@@H]3O[C@H](CO)[C@@H](O)[C@H](O)[C@H]3O)[C@@H]12)c1ccccc1
  mut p53 react: ·; STK33 inh: 1
CC(=O)N[C@@H](CC(C)C)C(=O)O
  mut p53 react: 8; STK33 inh: -2
C[C@@H]1CN([C@H](C)CO)C(=O)c2cccc(NS(=O)(=O)c3ccc(Cl)cc3)c2O[C@H]1CN(C)Cc1ccncc1
  mut p53 react: 2; STK33 inh: ·
COc1ccccc1NC(=O)CSC1=NCCS1
  mut p53 react: 8; STK33 inh: 1
CC(C)NC(=O)Nc1ccc2c(c1)CC(=O)N([C@@H](C)CO)C[C@H](C)[C@@H](CN(C)Cc1ccccc1)O2
  mut p53 react: ·; STK33 inh: -1
CC(=O)Nc1nc2ccccc2n1CCN1CCOCC1
  mut p53 react: -2; STK33 inh: 1
COCC(=O)Nc1ccc2c(c1)[C@@H]1C[C@H](CC(=O)N[C@H](C)c3ccccc3)O[C@H](CO)[C@@H]1O2
  mut p53 react: 9; STK33 inh: ·
O=C(COc1ccc(CO)cc1)Nc1ccccc1
  mut p53 react: 66*; STK33 inh: -6
CC(=O)Nc1ccc(S(=O)(=O)NC2(C(F)(F)F)C(=O)N(c3ccc(C(C)C)cc3)C(C)=C2C(C)=O)cc1 (centres undefined)
  mut p53 react: -2; STK33 inh: -1
C[C@H](CO)N1C[C@H](C)[C@H](CN(C)C)OCCCC[C@H](C)Oc2ccc(NC(=O)c3ccccc3)cc2C1=O
  mut p53 react: -9; STK33 inh: ·
C[C@H]1CN([C@@H](C)CO)C(=O)c2cc(NC(=O)Nc3ccc(C(F)(F)F)cc3)ccc2O[C@@H]1CN(C)Cc1ccc(-c2ccccc2)cc1
  mut p53 react: ·; STK33 inh: 3
CC(=O)N(C)C[C@@H]1Oc2cc(C#CCC(C)C)ccc2S(=O)(=O)N([C@H](C)CO)C[C@H]1C
  mut p53 react: 0; STK33 inh: ·
CC(C)NC(=O)Nc1ccc2c(c1)CC(=O)N([C@@H](C)CO)C[C@H](C)[C@H](CN(C)S(=O)(=O)c1cccs1)O2
  mut p53 react: 7; STK33 inh: -1
C[C@@H]1CN([C@@H](C)CO)C(=O)Cc2cc(NC(=O)c3ccncc3)ccc2O[C@@H]1CN(C)C(=O)Nc1cccc2ccccc12
  mut p53 react: -11; STK33 inh: 4
CCOC(=O)CSc1nc(SCC(=O)OCC)c2c3c(sc2n1)CCC3
  mut p53 react: ·; STK33 inh: 1

C[C@@H]1CN([C@H](C)CO)C(=O)Cc2cc(NC(=O)C3CCCCC3)ccc2O[C@@H]1CN(C)Cc1ccc(-c2ccccc2)cc1
  mut p53 react: ·; STK33 inh: 0
CNC[C@H]1OCCCC[C@@H](C)Oc2ccc(N)cc2C(=O)N([C@H](C)CO)C[C@H]1C
  mut p53 react: 1; STK33 inh: ·
CC(=O)c1c(C)nc(-c2ccc(Cl)cc2)nc1NC(=O)Cc1ccccc1
  mut p53 react: -13; STK33 inh: -12
C[C@@H]1O[C@@H](O[C@@H]2[C@@H](O)[C@H](Oc3c(-c4ccc(O)cc4)oc4cc(O)cc(O)c4c3=O)O[C@H](CO)[C@H]2O)[C@H](O)[C@H](O)[C@H]1O
  mut p53 react: ·; STK33 inh: 4
Cn1c(SCC(=O)Nc2ccccc2F)nnc1-c1ccccc1
  mut p53 react: 0; STK33 inh: 0
O=C(CN1CCc2ccccc21)Nc1nnc(-c2cccs2)s1
  mut p53 react: ·; STK33 inh: ?
Cc1noc(C)c1NC(=O)N(C)C[C@H]1Oc2ccc(NC(=O)Nc3ccc(F)cc3)cc2C(=O)N([C@@H](C)CO)C[C@@H]1C
  mut p53 react: 11; STK33 inh: ·
C[C@H](CO)N1C[C@H](C)[C@H](CN(C)S(=O)(=O)c2ccc(F)cc2)Oc2c(NC(=O)c3ccc(-c4nccs4)cc3)cccc2C1=O
  mut p53 react: -1; STK33 inh: ·
CCc1c(C)sc(NC(=O)CSc2nc(-c3ccccc3)cc(C(F)(F)F)n2)c1C#N
  mut p53 react: 10; STK33 inh: -1
COc1ccc(S(=O)(=O)Nc2cccc3c2O[C@H](CN(C)Cc2ccc(C(F)(F)F)cc2)[C@@H](C)CN([C@@H](C)CO)C3=O)cc1
  mut p53 react: -2; STK33 inh: ·
CC1(C)N=C(NC(=O)NC(=O)c2ccccc2Cl)N(c2ccccc2)O1
  mut p53 react: ·; STK33 inh: 2
CCOC(=O)c1c(NC(=O)COc2cc(C)ccc2C)sc2c1CCC2
  mut p53 react: -3; STK33 inh: -4
Cc1ccc(C(=O)NC(=O)CSc2nnc(C)s2)cc1
  mut p53 react: 4; STK33 inh: -3
C[C@@H]1CCCCO[C@@H](CN(C)S(=O)(=O)c2ccccc2)[C@H](C)CN([C@H](C)CO)C(=O)c2cc(NC(=O)CCC(F)(F)F)ccc2O1
  mut p53 react: -9; STK33 inh: ·
O=C(CSc1nc2cc(Cl)ccc2s1)Nc1ccc2c(c1)OCCO2
  mut p53 react: -3; STK33 inh: 1

C[C@@H]1CN([C@@H](C)CO)C(=O)c2cc(NC(=O)Nc3ccc(F)cc3)ccc2O[C@H]1CN(C)Cc1ccc2c(c1)OCO2
  mut p53 react: -28; STK33 inh: ·
C[C@@H]1CN([C@@H](C)CO)C(=O)CCCn2nncc2CO[C@@H]1CN(C)C(=O)c1ccc(N2CCN(C)CC2)cc1
  mut p53 react: ·; STK33 inh: 1
CN(CC(=O)Nc1ccccc1C(=O)N1CCCC1)S(=O)(=O)c1ccc(Cl)cc1
  mut p53 react: -3; STK33 inh: -4
COc1ccc(NC(=O)Nc2ccc3c(c2)C(=O)N([C@@H](C)CO)C[C@@H](C)[C@H](CN(C)S(=O)(=O)c2ccccc2)OCCCC[C@H](C)O3)cc1
  mut p53 react: -17; STK33 inh: ·
CC(C)c1ccc(NC(=O)Cn2cc([N+](=O)[O-])cn2)cc1
  mut p53 react: 28; STK33 inh: 0
COc1ccc(NC(=O)c2ccc(N(C)S(=O)(=O)c3ccc(OC)c(OC)c3)cc2)cc1OC
  mut p53 react: 3; STK33 inh: -1
Cc1ccc(S(=O)(=O)N(C)CC(=O)Nc2ccc(C)cc2C)cc1
  mut p53 react: 2; STK33 inh: 1
COc1ccc(S(=O)(=O)N(C)C[C@H]2OCCCC[C@H](C)Oc3ccc(NC(=O)Cc4ccccc4)cc3C(=O)N([C@@H](C)CO)C[C@H]2C)cc1
  mut p53 react: -19; STK33 inh: ·
C[C@H]1CN([C@@H](C)CO)C(=O)c2cc(-c3cccc(F)c3)cnc2O[C@@H]1CN(C)C(=O)c1cnccn1
  mut p53 react: 11; STK33 inh: ·
C[C@@H]1CCCCO[C@@H](CN(C)C(=O)c2ccccc2)[C@@H](C)CN([C@H](C)CO)C(=O)c2cc(NS(=O)(=O)c3cccs3)ccc2O1
  mut p53 react: ·; STK33 inh: 2
C[C@@H]1CN([C@H](C)CO)C(=O)c2cc(C#CC3CCCC3)cnc2O[C@H]1CN(C)S(C)(=O)=O
  mut p53 react: 15; STK33 inh: ·
CC(=O)N1CCN(c2ccc(OCC3COC(Cn4ccnc4)(c4ccc(Cl)cc4Cl)O3)cc2)CC1 (centres undefined)
  mut p53 react: -20; STK33 inh: ·
COc1cc2c(cc1NC(=O)COc1ccc([N+](=O)[O-])cc1)oc1ccccc12
  mut p53 react: -1; STK33 inh: 2
C[C@H](CO)N1C[C@H](C)[C@H](CN(C)S(=O)(=O)c2cccs2)Oc2c(NC(=O)c3nc4ccccc4s3)cccc2C1=O
  mut p53 react: 7; STK33 inh: ·
CC(C)NC(=O)N(C)C[C@H]1Oc2c(NC(=O)C3CC3)cccc2C(=O)N([C@H](C)CO)C[C@@H]1C
  mut p53 react: -8; STK33 inh: ·

COc1ccc(NC(=O)Nc2cccc3c2O[C@H](CN(C)Cc2ccc(C(=O)O)cc2)[C@@H](C)CN([C@H](C)CO)C3=O)cc1
  mut p53 react: 3; STK33 inh: ·
Cc1cccc(NC(=O)CC2Nc3cccc4cccc(c34)NC2=O)c1 (centres undefined)
  mut p53 react: -20; STK33 inh: -2
O=C(O)COc1ccc(NC(=O)c2ccc(NC(=O)c3ccco3)cc2)cc1
  mut p53 react: -14; STK33 inh: 12
COc1ccc(S(=O)(=O)N(C)C[C@@H]2Oc3ccc(NS(C)(=O)=O)cc3CC(=O)N([C@@H](C)CO)C[C@H]2C)cc1
  mut p53 react: 8; STK33 inh: ·
COc1ccc(NC(=O)O[C@@H](c2ccc(OC)c(O)c2)[C@H](CCO)OC)cc1
  mut p53 react: ·; STK33 inh: 4
C[C@@H]1CCCCO[C@@H](CN(C)C(=O)Nc2ccccc2)[C@H](C)CN([C@@H](C)CO)C(=O)c2cc(NC(=O)Nc3ccccc3)ccc2O1
  mut p53 react: -1; STK33 inh: ·
O=C(COc1ccc(Br)cc1)Nc1cc(C(F)(F)F)ccc1N1CCOCC1
  mut p53 react: 0; STK33 inh: 2
COc1ccc(C)cc1N(CC(=O)Nc1ccc(I)cc1C)S(C)(=O)=O
  mut p53 react: -6; STK33 inh: -2
O=C(N1CCOCC1)[C@@]1(Cc2ccccc2)N=C(c2ccc(OCCCO)cc2)O[C@H]1c1ccccc1
  mut p53 react: ·; STK33 inh: 1
CSc1nnc(-c2ccc(S(=O)(=O)n3nc(C)cc3C)s2)n1C
  mut p53 react: ·; STK33 inh: 0
COC(=O)c1ccc(NC(=O)C2CCN(S(=O)(=O)c3cc(C)ccc3OC)CC2)cc1
  mut p53 react: -3; STK33 inh: -1
C[C@@H]1CN([C@H](C)CO)C(=O)c2cc(NC(=O)Nc3ccccc3)ccc2O[C@H]1CN(C)Cc1ccc(-c2ccccc2)cc1
  mut p53 react: ·; STK33 inh: 1
Cc1noc(C)c1NC(=O)N(C)C[C@H]1Oc2c(NC(=O)c3nc4ccccc4s3)cccc2C(=O)N([C@H](C)CO)C[C@H]1C
  mut p53 react: 11; STK33 inh: ·
CCc1cccc(OCC(=O)Nc2ccccc2C(N)=O)c1
  mut p53 react: 130*; STK33 inh: 0
COc1ccc(S(=O)(=O)Nc2ccc3c(c2)CC(=O)N([C@@H](C)CO)C[C@@H](C)[C@@H](CN(C)Cc2ccc(-c4ccccc4)cc2)O3)cc1
  mut p53 react: ·; STK33 inh: 3

C[C@@H]1CN([C@H](C)CO)C(=O)c2cc(N(C)C)ccc2O[C@@H](C)CCCCO[C@@H]1CN(C)C(=O)Nc1cccc2ccccc12
  mut p53 react: -10; STK33 inh: ·
C[C@H]1CN([C@@H](C)CO)C(=O)c2cccc(NC(=O)Nc3ccc(F)cc3)c2O[C@H]1CN(C)C(=O)NC1CCCCC1
  mut p53 react: -40; STK33 inh: ·
C[C@@H]1CN([C@H](C)CO)C(=O)Cc2cc(NC(=O)Nc3cccc4ccccc34)ccc2O[C@@H]1CN(C)Cc1ccc(Oc2ccccc2)cc1
  mut p53 react: ·; STK33 inh: -7
COc1ccc(C2C(C#N)=C(N)Oc3n[nH]c(-c4ccccc4)c32)cc1CSc1ccccn1 (centres undefined)
  mut p53 react: 8; STK33 inh: 1
NC(=O)CN1C(=O)C(O)(C2CCc3ccccc3C2=O)c2ccccc21 (centres undefined)
  mut p53 react: 6; STK33 inh: -2
C[C@H](CO)N1C[C@H](C)[C@@H](CN(C)C(=O)Nc2ccc3c(c2)OCO3)OCc2cnnn2CCCC1=O
  mut p53 react: ·; STK33 inh: 4
Cc1noc(C)c1NC(=O)N(C)C[C@@H]1OCCCC[C@@H](C)Oc2ccc(NC(=O)Nc3ccc(F)cc3)cc2C(=O)N([C@H](C)CO)C[C@@H]1C
  mut p53 react: ·; STK33 inh: -1
C[C@@H]1CN([C@@H](C)CO)C(=O)Cc2cc(NC(=O)Cc3cn(C)c4ccccc34)ccc2O[C@@H]1CN(C)Cc1ccc(C(=O)O)cc1
  mut p53 react: -5; STK33 inh: -5
C[C@@H]1CN([C@H](C)CO)C(=O)CCCn2cc(nn2)CO[C@H]1CN(C)Cc1ccc(C(=O)O)cc1
  mut p53 react: ·; STK33 inh: -2
Cc1cccc(-n2c(N)cc(=O)nc2SCC(=O)Nc2ccc3ccccc3c2)c1
  mut p53 react: 12; STK33 inh: 2
NCCCCCCNS(=O)(=O)c1cccc2ccccc12
  mut p53 react: 3; STK33 inh: 1
